Yp Topo-I inh: Y. pestis Topo-I inhibition via cleavage products | AID 504884 | activity, % at 10 µM | hit rate 0.064% among 360,000 | Y. pestis Topo-I cleavage product accumulation, plate reader; in the data active means activity above about 50%, passing the limit was not always enough; further: inactives centre near 2
TcdB GH inh: inhibitors of Clostridioides difficile toxin B glycohydrolase | P18177 | TcdB glycohydrolase enzymatic assay, plate reader | inhibition, % at 9.99 µM | hit rate 0.24% among 350,000; in the data active means inhibition above about 10%
Rv3671c inh: Rv3671c (M. tuberculosis) protease inhibition. inhibition, % at 5.96 µM. hit rate 0.048% among 320,000. AID 2606; in the data active means inhibition above about 38%;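 further: extracellular domain of Rv3671c used as enzyme; 0% = enzyme with DMSO and 100% = no enzyme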
Target sequence (P9WHR9 whole entry, looked up, the tested form may be a part): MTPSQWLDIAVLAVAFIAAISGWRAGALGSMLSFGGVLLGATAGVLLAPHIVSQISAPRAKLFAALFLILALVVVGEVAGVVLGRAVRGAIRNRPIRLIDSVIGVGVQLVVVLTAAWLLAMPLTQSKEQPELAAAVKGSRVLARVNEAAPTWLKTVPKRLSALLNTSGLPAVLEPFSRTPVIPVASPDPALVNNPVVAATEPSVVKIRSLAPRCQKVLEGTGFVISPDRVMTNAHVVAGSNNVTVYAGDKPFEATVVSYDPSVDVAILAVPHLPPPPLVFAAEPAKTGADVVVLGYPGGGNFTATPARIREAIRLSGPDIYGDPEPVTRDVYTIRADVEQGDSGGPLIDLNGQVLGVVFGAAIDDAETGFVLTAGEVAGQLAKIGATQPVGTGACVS
DUSP3 inh: blocks human VHR1 dual specificity phosphatase. P51452. recombinant VHR phosphatase, pNPP absorbance. inhibition, % at 13.3 µM. hit rate 0.52% among 290,000. AID 1654; in the data active means inhibition above about 50%; further: some compounds called inactive have numbers as strong as hits
Target sequence (P51452 whole entry, looked up): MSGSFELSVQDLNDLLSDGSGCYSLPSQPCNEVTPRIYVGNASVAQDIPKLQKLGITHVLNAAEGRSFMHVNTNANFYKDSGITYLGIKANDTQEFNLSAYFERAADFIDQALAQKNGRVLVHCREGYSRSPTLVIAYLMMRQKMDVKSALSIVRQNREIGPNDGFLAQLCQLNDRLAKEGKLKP
SSB-PriA inh: K. pneumoniae PriA-SSBct interaction inhibition. AlphaScreen SSBct-PriA binding, biotinylated peptide. inhibition, % at 33 µM. hit rate 0.6% among 430,000. AID 1272365; in the data active means inhibition mostly above about 37%, no sharp cut-off; inactive means mostly below about 20%;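 further: plate controls were negative control peptide for no effect and reference peptide for full effect; strong numbers were not always called active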
3CLpro inhibitor: SARS-CoV 3CLpro protease inhibition | P0C6X7 | AID 1706 | inhibition, % at 6 µM | recombinant SARS-CoV 3CLpro, quenched FRET peptide cleavage | hit rate 0.14% among 290,000; in the data active means inhibition above about 12%
MazEF act: increases E. coli MazEF RNase cleavage of RNA; activation, % at 20 µM; hit rate 0.32% among 350,000; P0AE70; FAM/BHQ RNA-DNA oligo cleavage fluorescence, 5 h; in the data active means activation above about 50%
Target sequence (P0AE70 whole entry, looked up): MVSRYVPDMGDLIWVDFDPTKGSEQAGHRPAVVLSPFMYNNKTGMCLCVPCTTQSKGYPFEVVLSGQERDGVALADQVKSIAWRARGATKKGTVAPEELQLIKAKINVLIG
BH1578 lux ind: inducers of Vibrio cholerae quorum light production without autoinducers; V. cholerae BH1578 lux reporter, luminescence, 6 h; hit rate 0.16% among 350,000; activation, % at 18.7 µM; in the data active means activation mostly above about 9.7%, no sharp cut-off; further: not every result past the cut was called active; inactives centre near 0; reference of the scale not given here
CCHF vOTU inh: CCHFV vOTU protease inhibition; hit rate 0.55% among 370,000; Pep-AMC fluorescence; inhibition, % at 11.5 µM; in the data active means inhibition above about 30%; further: 0% = vehicle wells with enzyme and 100% = no enzyme wells
PrPC surface inh: inhibitors of human cell surface prion protein PrPC | P04156 | TR-FRET read-out | inhibition, % at 13.8 µM | hit rate 0.43% among 370,000; in the data active means inhibition above about 24%; further: 0% = median of the test wells and 100% = reference compound wells
* = called active by the depositor; i = inactive; / = no result given; & = joins results of further samples.

SMILES	Yp Topo-I inh	TcdB GH inh	Rv3671c inh	DUSP3 inh	SSB-PriA inh	3CLpro inhibitor	MazEF act	BH1578 lux ind	CCHF vOTU inh	PrPC surface inh
O=C(c1ccccc1)N1CCN(c2ccc(NCc3ccc4c(c3)OCO4)cc2)CC1	3	-9.5	7	-27	46*	-1	-3	0.0	-3	5
COc1ccccc1N1CCN(C2CCCN(Cc3ccccc3OCCO)C2)CC1 (stereo unspecified)	0	0.4	0	59*	-7	-4	11	-1.5	-2	-7
O=S(=O)(NC(=S)Nc1ccccc1)c1ccc(F)cc1	12	3.1	-4	5	0	-4	1	6.7	-1	7
CC(C)NC(=O)NC(=O)CSc1nnc(COc2ccccc2F)n1C(C)C1CC2CCC1C2 (stereo unspecified)	5	2.1	-4	10	15	0	3	-2.2	/	/
C[C@H]1CCC[C@]2(O[C@@H](CCO)C[C@@H](O)[C@@H]2O)O1	-2	-13	5	/	-11	/	11	-9.1	12	5
COc1ccc(N2CCN(C(=S)Nc3ccc(C)cc3C)CC2)cc1	-2	-0.9	-3	7	-12	3	-1	-2.3	7	2
c1ccc(CSc2ccc(-c3cccnc3)nn2)nc1	-6	0.5	2	15	-1	-2	0	i	-4	2
CC(=O)Nc1cccc(NC(=O)c2ccc(S(=O)(=O)NCc3ccco3)cc2)c1	4	0.9	/	/	/	/	-2	0.2	0	-6
Cc1ccc(C(=O)Nc2onc(C)c2C#N)cc1	-6	/	0	-15	-11	5	-3	0.3	13	7
COC(=O)c1c(-c2ccsc2)sc2ccc(-c3cc(OC)c(OC)c(OC)c3)cc12	41	1.5	-1	/	4	/	4	-0.8	6	1
C=C[C@](C)(CC[C@@]1(C)C(C)CC(OC2OC(C)C(OC3OC(COC(C)=O)C(O)C(O)C3O)C(O)C2O)[C@@]2(C)C(C)=CCCC12)OC1OC(C)C(O[C@@H]2O[C@@H](C)C(O)C(O)[C@H]2O)C(O)C1O (stereo partly specified)	43	/	-7	/	/	/	6	5.8	/	/
CCN(c1ccccc1)S(=O)(=O)c1ccc(Cl)c(NC(=O)COC(=O)c2ccc(O)cc2)c1	22	/	-16	5	-9	-1	1	-0.4	3	4
CCOc1cc(CNCC2CCCO2)cc(Br)c1OCC(N)=O (stereo unspecified)	-2	/	3	14	0	0	8	-0.3	-2	-2
COc1ccccc1NC(=S)N(Cc1ccco1)Cc1cc2cccc(C)c2[nH]c1=O	-1	/	5	-2	5	3	4	-0.2	-14	9
Cc1ccccc1-c1nnc(SCc2ccc(F)cc2)o1	7	/	13	0	-80	1	-4	-0.3	2	4
C=C(C)COc1ccc(-c2nc(N)ncc2-c2ccc(Br)cc2)c(O)c1	7	1.5	-5	33	22&-6	3	-2	i	14	6
COc1ccc(N(CC(=O)NN=C2CCCCCCC2)S(=O)(=O)c2ccccc2)cc1	3	1.4	3	10	2	3	0	-0.4	-7	-11
O=C1NC(c2ccccc2)C(C(=O)c2cccs2)=C1O (stereo unspecified)	1	/	-1	-5	2	3	-8	-0.3	9	2
Cc1oc2c(C)c3oc(=O)c(CCC(=O)NCCCn4ccnc4)c(C)c3cc2c1C	25	0.8	4	-4	8	0	-7	-0.6	-3	6
Cc1cccc(C(=O)O/N=C(/c2ccccc2)c2ccncc2)c1	1	2.4	-8	-5	/	1	8	-0.2	8	-3
CCOc1ccc(Cn2ccnc2CCl)cc1[N+](=O)[O-]	-7	/	13	14	-10	-2	-1	/	-1	-10
CC1CC(C)(C)NC(=S)N1CC(=O)NCc1ccc2c(c1)OCO2 (stereo unspecified)	2	1.8	-2	-14	-3	1	-1	-0.3	0	7
COc1ccc(CCNC(=O)CC(=O)N/N=C/c2ccc(C(=O)O)cc2)cc1OC	-3	1.4	3	-10	/	0	-1	i	-9	-4
Cc1cc(NS(=O)(=O)c2ccc(NC(=O)CSc3nc4ncc(Br)cc4[nH]3)cc2)nc(C)n1	-5	-1.4	-8	1	-5	-2	10	i	-4	-3
COc1cc(OC)cc(C(=O)NCC(=O)Nc2ccc(OC)c(Cl)c2)c1	-6	0.2	-3	-14	-6	1	-2	i	-1	1
Cc1nnsc1C(=O)N1CCCC(N2CCN(c3cccc(C(F)(F)F)c3)CC2)C1 (stereo unspecified)	11	-2.5	-6	6	-7	-5	0	-0.1	1	2
CC(=O)c1cccc(N(C(=O)c2ccccn2)C(C(=O)NC2CCCCC2)c2cccs2)c1 (stereo unspecified)	7	1.1	-12	13	-5	1	-1	-7.1	-9	6
CCNC(=S)N/N=C(\C)c1ccc2c(c1)OCCO2	9	/	-1	-12	/	-1	3	-5.1	-6	2
CN1C[C@@H]2C(c3ccc(C(F)(F)F)cc3)C3(c4ccccc4)CC2(C3)[C@H]1c1ccccc1 (stereo partly specified)	0	0.9	2	11	-7	/	-1	4.3	11	4
Cc1ccccc1-n1c(=S)[nH]c2nc3c(cc2c1=O)CCCC3	-10	-0.2	3	6	-1	4	-15	i	0	-1
Cc1ccc(S(=O)(=O)N2CCCC(C(=O)NCCC3=CCCCC3)C2)cc1 (stereo unspecified)	6	/	0	37	1	1	-4	-0.3	-1	-4
COc1cccc(N(CC(=O)NCCSCc2ccc(Cl)cc2)S(C)(=O)=O)c1	12	-0.6	15	6	-5	2	-27	i	12	13
CC(=O)Nc1ccc(OCCOc2ccc(NC(C)=O)cc2)cc1	2	0.1	-11	14	-6	-1	0	i	5	-3
CCc1ccc(OCC(=O)NC2CC(C)(C)NC(C)(C)C2)cc1	13	0.5	1	10	-8	1	0	-0.3	11	-6
CN(Cc1cccs1)C(=O)CSc1nc(N)cc(N)n1	5	-0.7	5	4	-11	3	7	-0.2	-20	0
Cc1nc(SCC(=O)Nc2nccs2)c(C#N)c(C)c1C	-4	-0.8	10	/	-2	/	2	-0.3	-6	-3
CC(C)C1N=C(c2ccc3c(c2)OCO3)CC(c2ccccc2O)N1 (stereo unspecified)	-1	/	-4	10	-4	-1	-5	i	-8	-13
Cc1c(C(=O)Nc2cccc(Oc3ccccc3)c2)sc(=O)n1Cc1ccc(F)cc1	20	0.7	/	/	/	/	/	i	6	2
CC(C)(C)OC(=O)NCc1ccc(CNC(=O)c2[nH]cnc2C(=O)N[C@@H](Cc2ccccc2)C(=O)OC(C)(C)C)cc1	8	0.9	-28	13	-11	15*	2	i	25	-5
CCN(CC)C(=O)C1=C(C)N(CCCN2CCCC2=O)C(=O)C(CC(=O)NCCN2CCOCC2)C1 (stereo unspecified)	2	0.9	/	/	/	/	8	i	-2	0
Nc1nc2nccc(-c3ccco3)n2n1	-9	0.6	-3	24	5	1	10	-0.1	-141	-16
CC(=O)OC1(C(C)=O)CCC2C3CC(C(F)(F)F)C4=CC(=O)CCC4(C)C3CCC21C (stereo unspecified)	16	1.6	/	/	-12	/	10	i	-7	3
COc1ccc(CCNC(=O)NC23CC4CC(CC(C4)C2)C3)cc1OC	-8	/	-1	24	-12	1	-7	3.6	0	9
COC(=O)c1cc(NC(=O)c2ccc(-c3ccccc3)cc2)ccc1Cl	2	1.2	-16	-2	-7	0	3	-1.5	15	-5
O=C(NCCc1ccccc1)c1noc2c1CCc1ccccc1-2	1	/	0	10	-20	-3	2	-0.2	-1	-3
CCOc1ccc2oc(C(=O)NNC(=O)c3ccccc3O)c(C)c2c1	-2	0.7	1	/	-11	/	-4	i	-5	1
CCN(C(=O)CN1CC=C(c2ccccc2)CC1)c1c(N)n(Cc2ccccc2)c(=O)[nH]c1=O	7	1.3	2	26	-15	-2	-1	-0.4	-14	0
O=C(N/C=C/c1ccccc1)c1ccccc1	-10	1.0	-10	/	-8	/	2	1.4	10	-2
Cc1ccccc1C1C(=O)c2ccccc2C1=O	5	-0.2	-1	9	-4	3	14	i	-4	1
O=C1OCCC1=COCCCCCCOC=C1CCOC1=O	0	1.0	/	/	/	/	7	4.8	3	8

The list goes on:
SMILES	Yp Topo-I inh	TcdB GH inh	Rv3671c inh	DUSP3 inh	SSB-PriA inh	3CLpro inhibitor	MazEF act	BH1578 lux ind	CCHF vOTU inh	PrPC surface inh
CCOC(=O)N/N=C/c1ccccc1F	7	/	-4	20	/	1	14	-12	-6	4
COc1ccccc1NC(=O)CCCC(=O)OC(C)C(=O)c1ccccc1 (stereo unspecified)	3	2.5	-6	22	-6	-4	-4	-0.4	5	8
CCN1CCN(CCCN(Cc2ccco2)C(=S)Nc2ccc(C)c(Cl)c2)CC1	-8	1.8	2	6	-13	2	5	-0.3	-7	-3
Clc1ccc(-n2nnc(-c3cccnc3Cl)n2)cc1Cl	-4	1.2	-3	18	-5	0	-13	1.5	7	4
CCOC(=O)C(=NCCCN(C)C)NNc1ccc(Br)cc1	-8	0.8	8	11	-3	-1	3	-0.3	9	-2
O=C(C[n+]1ccc(-c2nnc3n2CCCCC3)cc1)c1ccc(Cl)cc1	18	0.7	-7	9	-7	1	1	-2.0	-25	-13
COc1ccc(C(=O)c2ccsc2N)cc1	-4	1.2	-8	17	2	0	-4	i	-4	-16
CCN(CC)S(=O)(=O)c1ccc(N2CC(C(=O)N3Cc4ccccc4CC3C(N)=O)CC2=O)cc1 (stereo unspecified)	6	2.0	4	/	-3	/	-12	i	3	5
COc1cc(CN2C[C@@H](CO)O[C@@H](n3cnc4c(N(C)C(C)C)ncnc43)C2)cc(OC)c1OC	14	-0.1	/	/	/	/	/	-0.2	-10	-1
COC(=O)C(NC(C)=O)(Nc1nc2c(s1)CCCC2)C(F)(F)F (stereo unspecified)	0	/	0	20	-11	-7	0	1.6	0	-1
c1ccc(CCCN2CCN(CCOC(c3ccccc3)c3ccccc3)CC2)cc1	3	2.0	10	/	8	/	-6	-3.0	12	4
Nc1c(N(Cc2ccco2)C(=O)c2ccc(Cl)cc2)c(=O)[nH]c(=O)n1Cc1ccccc1	3	0.2	4	/	8	/	-4	0.3	8	2
CCOC(=O)c1c(C)[nH]c(C(=O)N2CCC(C(=O)OCC)CC2)c1C	-1	1.0	-9	14	-6	-4	-9	0.5	6	-3
O=C(O)c1ccc(COc2ccc(CO)cc2Cl)cc1	-8	/	-4	8	-10	-2	2	-1.0	5	0
CCOc1ccccc1/C=C(\NC(=O)c1ccccc1)C(=O)NCCC(=O)O	-1	-0.2	-8	-20	-4	3	1	-0.4	-4	-4
O=C(N[C@@H](Cc1ccccc1)C(=O)N1CCC2(CC1)NCCc1[nH]cnc12)c1cccc(F)c1	0	0.2	3	82	-8	1	1	-0.6	12	-2
CC(C)c1nnc(NC(=O)CCc2ccccc2)s1	16	1.6	-7	/	4	-5	4	i	-14	4
CN(C(=O)c1ccc(S(=O)(=O)N2CCCC2)cc1)C1CCCCC1	3	/	-7	21	-8	-2	-12	-0.3	-3	-5
NNc1nc(-c2ccccc2)c2cc(Br)ccc2n1	0	-0.1	-4	21	-10	-5	11	-0.4	-6	-14
CC(=O)Nc1ccc(S(=O)(=O)Nc2cccc(N(C)S(C)(=O)=O)c2)cc1	-3	/	-2	25	-4	4	3	3.6	3	6
CCCCCC(=O)Nc1nc(C)c(-c2csc(Nc3ccccc3OC)n2)s1	-9	-1.4	16	34	1	-1	-5	-0.3	3	0
COc1cc(Cl)c(C)cc1NC(=O)c1ccccc1NC(=O)CN1CCN(c2ccccn2)CC1	34	-1.4	/	/	14	/	-14	-2.7	-1	-3

The list is partial; rates above refer to the full screens.
